# HEK293 cAMP ctrl – qHTS Assay for Agonists of the Thyroid Stimulating Hormone Receptor: Activators of Intracellular cAMP Concentrations in Parental HEK 293; parental HEK293 CNG cAMP sensor, membrane potential fluorescence; Potency, µM (doses to about 57.1 µM), without a hit: at the top dose activation, actives largely listed as activators; actives 2.5% (n = 73,000); also: potency is read from the fitted curve at half-maximal effect; % of control where 0% means no effect; nearly all actives have a fitted effect of over 55% in size
#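 Counterscreen for endogenous-receptor signalling: CNG-channel HEK 293 cells report cAMP rise by membrane depolarization. After 60 min dye equilibration with 100 uM RO 20-1724, compounds incubated 30 min before bottom-read fluorescence at 590 nm.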
# USP2a inh – qHTS Assay for Inhibitors of Ubiquitin-specific Protease USP2a. Ubiquitin carboxyl-terminal hydrolase 2 (Homo sapiens), O75604. USP2a enzymatic assay, qHTS inhibition. actives 0.1% (n = 60,000). Potency, µM (doses to about 38.3 µM), for the others: top-dose activity change, negative = inhibition, actives largely listed as inhibitors;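 also: potency is read from the fitted curve at half-maximal effect; nearly all actives have a fitted effect of over 60% in size; plate controls were DMSO for no effect and NEM full inhibition control for full effect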
# Target sequence (O75604 whole entry, looked up): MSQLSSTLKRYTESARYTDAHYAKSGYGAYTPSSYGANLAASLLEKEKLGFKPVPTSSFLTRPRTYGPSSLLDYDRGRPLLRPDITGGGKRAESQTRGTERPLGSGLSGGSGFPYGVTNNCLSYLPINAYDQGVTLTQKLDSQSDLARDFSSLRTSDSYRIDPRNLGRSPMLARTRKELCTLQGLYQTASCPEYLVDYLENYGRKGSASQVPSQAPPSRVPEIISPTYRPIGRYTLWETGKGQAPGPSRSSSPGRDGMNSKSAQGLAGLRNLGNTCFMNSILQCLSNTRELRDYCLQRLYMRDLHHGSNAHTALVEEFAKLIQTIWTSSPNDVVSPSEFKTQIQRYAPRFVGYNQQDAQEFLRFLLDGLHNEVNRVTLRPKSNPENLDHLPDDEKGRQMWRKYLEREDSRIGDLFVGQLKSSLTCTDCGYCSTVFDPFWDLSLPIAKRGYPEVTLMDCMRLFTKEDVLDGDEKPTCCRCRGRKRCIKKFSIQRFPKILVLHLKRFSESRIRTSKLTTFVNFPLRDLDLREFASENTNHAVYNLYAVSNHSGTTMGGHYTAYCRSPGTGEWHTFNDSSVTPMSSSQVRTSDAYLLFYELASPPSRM
#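 Inhibition is measured in a cell-free coupled assay with 20 nM USP2 core, 20 nM Ub-PLA2 and 20 uM NBD C6-HPC, 2.5 h incubation. Activity normalized to NEM control.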
# BRCT PPI red – qHTS Assay for Inhibitors of BRCT-Phosphoprotein Interaction (Red Fluorophore); actives 0.03% (n = 75,000); Potency, µM (highest dose often 76.9 µM), for inactives: top-dose activity change, negative = inhibition, actives largely listed as inhibitors; BRCT-phosphopeptide binding, red fluorescence polarization; AID 892, 2007; Breast cancer type 1 susceptibility protein (Homo sapiens), P38398; also: % is scaled to controls: 0 for no effect and ±100 for the full control effect
#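 Rhodamine-labelled pBACH1 10-mer (100 nM) bound to BRCT domain (100 nM) at pH 7.3; compounds incubated 12 min room temperature, polarization read. Free peptide defines full inhibition; unlabelled decapeptide titrated as control.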
# A350 autofl – qHTS Assay for Spectroscopic Profiling in A350 Spectral Region; Compound autofluorescence, 340/450 nm, Alexa 350 dye-equivalents; active compounds read high; max dye-equivalent concentration, M; actives 11% (n = 59,000); AID 590, 2007; in the data active = max dye-equivalent concentration above about 10 nM; inconclusive = mostly about 1.1 nM to 9.6 nM
# Texas Red fluor – qHTS Assay for Spectroscopic Profiling in Texas Red Spectral Region. Compound fluorescence, Texas Red channel, 547/618 nm; active compounds read high. max dye-equivalent concentration, M. actives 0.06% (n = 59,000). AID 587, 2007; in the data active = max dye-equivalent concentration above about 10 nM; inconclusive = between about 1.1 nM and that limit
#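 qHTS profiling of intrinsic compound fluorescence; 100 mM Tris pH 8.0; 15 min RT; ex 547 / em 618 nm; response expressed as Texas Red dye-equivalent concentration from six-point plate standard.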
# BRCT inh green – qHTS Assay for Inhibitors of BRCT-Phosphoprotein Interaction (Green Fluorophore); Breast cancer type 1 susceptibility protein (Homo sapiens), P38398; BRCA1 BRCT-phosphopeptide binding, green fluorescence polarization; Potency, µM (series often up to 76.9 µM), for the others: at the highest dose activity change, negative = inhibition, most hits filed as inhibitors; actives 0.05% (n = 75,000); AID 875, 2007;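 also: potency is read from the fitted curve at half-maximal effect; plate controls were peptide without protein for full effect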
#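 Fluorescence polarization: His-tagged BRCT (~35 kDa BRCA1 C-terminus, 250 nM) bound to 100 nM fluorescein-labeled phosphorylated 10-aa BACH1 peptide, pH 7.3 phosphate buffer with DTT and Tween 20. Compounds incubated 12 min at room temperature; inhibition read as lowered polarization.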
# 4MU fluor – qHTS Assay for Spectroscopic Profiling in 4-MU Spectral Region; compound autofluorescence, 340/450 nm, 4-MU equivalents; active compounds read high; max dye-equivalent concentration, M; actives 11% (n = 59,000); in the data active = max dye-equivalent concentration above about 10 nM; inconclusive = mostly about 1.1 nM to 9.6 nM
#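 Compounds in 100 mM Tris, pH 8.0, sat 15 min at room temperature before fluorescence was read at 340 nm excitation/450 nm emission; a per-plate six-point 4-MU standard curve converted signals to dye-equivalent concentration at each compound concentration.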
# Rhodamine fluor – qHTS Assay for Spectroscopic Profiling in Rhodamine Spectral Region; max dye-equivalent concentration, M; AID 594, 2007; Rhodamine-region fluorescence, 547/598 nm, Tris buffer; active compounds read high; actives 0.05% (n = 59,000); in the data active = max dye-equivalent concentration above about 11 nM; inconclusive = between about 1.1 nM and that limit
#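 Compound fluorescence in 100 mM Tris, pH 8.0, read after 15 min at room temperature with 547 nm excitation and 598 nm emission. Output is dye-equivalent concentration from an on-plate rhodamine standard series.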
# Fluorescein autfl – qHTS Assay for Spectroscopic Profiling in Fluorescein Spectral Region; actives 0.91% (n = 59,000); Compound autofluorescence, 480/540 nm, fluorescein-equivalent; active compounds read high; max fluorescein-equivalent concentration, M; in the data active = max fluorescein-equivalent concentration above about 10 nM; inconclusive = between about 1.1 nM and that limit
#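 Values reflect compound autofluorescence, normalized to fluorescein on the same plate and reported at each tested concentration. Conditions: 100 mM Tris pH 8.0, room temperature, 15 min, excitation 480 nm, emission 540 nm.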
# Casp7 inh – qHTS Assay for Allosteric/Competitive Inhibitors of Caspase-7. recombinant caspase-7, Ac-DEVD-AFC fluorescence rate. AID 889, 2007. P55210. actives 0.02% (n = 75,000). Potency, µM (series often up to 57.5 µM), for inactives: at the highest dose activity change, negative = inhibition, hits mostly inhibitors; active = well fitted inhibition curve with a large enough effect in the main read-out, with a control signal flat, not every such curve was filed as active; inconclusive = small, poorly fitted or top-dose-only effect, or a change in a side signal; also: potency is read from the fitted curve at half-maximal effect; % of control where 0% means no effect
# Casp1 inh – qHTS Assay for Allosteric/Competitive Inhibitors of Caspase-1. Caspase-1 enzyme, Ac-WEHD-AFC fluorogenic rate. Potency, µM (highest dose often 57.5 µM), for the others: at the highest dose activity change, negative = inhibition, most hits filed as inhibitors. actives 0.03% (n = 75,000). AID 900, 2007;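 also: potency is read from the fitted curve at half-maximal effect; plate controls were vehicle for no effect and no substrate for full effect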
# Target sequence (P29466 120-297 limits assumed): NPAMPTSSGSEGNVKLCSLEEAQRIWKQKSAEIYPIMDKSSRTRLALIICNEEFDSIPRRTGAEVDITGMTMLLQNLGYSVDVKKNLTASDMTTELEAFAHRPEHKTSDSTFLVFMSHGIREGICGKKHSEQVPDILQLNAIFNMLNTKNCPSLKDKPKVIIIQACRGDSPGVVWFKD
# Target sequence (P29466 317-404 limits assumed): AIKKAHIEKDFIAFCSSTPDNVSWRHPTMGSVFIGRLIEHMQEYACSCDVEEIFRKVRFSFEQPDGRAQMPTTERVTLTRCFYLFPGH
# Numbers without * were called inactive; i = inactive; ? = inconclusive; . = no result given; [ ] = another dose, or the depositor's remark. Unless noted, calls follow the shape of the dose curve; as a rule, active = well fitted curve in the direction sought with a large enough effect; inconclusive = small, poorly fitted or top-dose-only effect, or another doubt; inactive = no such curve, though single readings can be large; an effect the other way counts as inactive or inconclusive.
SMILES,HEK293 cAMP ctrl,USP2a inh,BRCT PPI red,A350 autofl,Texas Red fluor,BRCT inh green,4MU fluor,Rhodamine fluor,Fluorescein autfl,Casp7 inh,Casp1 inh
c1ccc(CCNc2nc3ccccc3n3nnnc23)cc1,5.9%,5.8%,0.2%,?,i,-2.2%,?,i,?,-2.9%,-2.6%
O=C(Nc1cccc(F)c1)N1CCCC2(CCN(C(=O)c3cnccn3)CC2)C1,?,8.3%,0.6%,i,i,-2.4%,i,i,?,-1.0%,-0.3%
CN(C)CN1CSC(=S)N(CN(C)C)C1,2.1%[11.4 µM],.,-2.1%[15.4 µM],i,i,1.3%[15.4 µM],i,i,i,1.6%[11.5 µM],-1.3%[11.5 µM]
CC(NC(=O)Cc1ccc(F)cc1)C(c1cccs1)N1CCN(C)CC1 (stereo unspecified),?,2.8%,-1.6%,i,i,-0.8%,i,i,?,-0.1%,-0.2%
Cc1nc2cnc(N3CCOCC3)nc2n(CCC#N)c1=O,21.4%,-13.9%,-0.3%,?,i,0.2%,?,i,i,?,?
O=C(O)c1[nH]c2ccccc2c1CC(=O)N1CCOCC1,4.6%,-4.3%,0.6%,i,i,1.3%,i,i,i,1.5%,0.0%
Cc1[nH]c2ccccc2c1C(=O)COC(=O)C1CCC(=O)N1 (stereo unspecified),-1.9%,-8.3%,1.2%,i,i,0.9%,i,i,?,-1.5%,0.8%
Nc1nnc(CSCc2ccc(F)cc2)s1,.,.,.,i,i,.,i,i,i,.,.
COC(=O)c1ccc(C(NC(=O)OCc2ccccc2)/C(C)=C/[C@@H](C)C(=O)N(C)Cc2cccnc2)cc1 (stereo partly specified),?,.,-1.4%,.,.,1.8%,.,.,.,-4.0%,-0.4%
Cc1ccc(C2C(C#N)=C(N)SC(N)=C2C#N)o1,9.9%,15.6%,5.5%,.,.,15.7%,.,.,.,-17.7%,-16.2%
O=C(CCCC(=O)N(CC(=O)NC1CCCC1)C1CCCC1)Nc1ccccn1,22.3%,-1.4%,-2.1%,i,i,-2.4%,i,i,i,-0.4%,1.6%
COc1ccc2nc(-c3ccccc3)[nH]c2c1,?,6.5%,-0.1%,?,i,-1.4%,?,i,i,-0.2%,1.7%
C/C(=C\CNc1ncnc2nc[nH]c12)CO,?,.,0.0%,i,i,2.5%,i,i,i,-2.4%,-4.1%
CC(C)n1c(SC2C(=O)CC(C)(C)CC2=O)nc2c1c(=O)n(C)c(=O)n2C,0.1%,-11.1%,-0.1%,i,i,0.3%,i,i,i,-1.0%,-2.8%
CCOc1ccc(Cn2nnc(C(=O)Nc3cc(C)cc(C)c3)c2N)cc1,-2.8%,.,-1.7%,.,.,-3.4%,.,.,.,-1.2%,0.2%
CN(Cc1ccccc1)Cc1nc2c(c(=O)n(C)c(=O)n2C)n1Cc1ccccc1Cl,?,-10.6%,2.3%,i,i,0.3%,i,i,?,0.4%,-0.9%
Cc1ccc(C)c(/C(O)=C2\C(=O)C(=O)N(CCCN3CCOCC3)C2c2cccnc2)c1 (stereo unspecified),-3.7%,-7.9%,0.4%,.,.,1.3%,.,.,.,0.4%,-0.9%
O=S(=O)(c1ccc2c(c1)nc(COc1ccc(Cl)cc1)n2CC1CCCO1)N1CCOCC1 (stereo unspecified),13.6%,16.9%,1.9%,i,?,0.7%,i,i,?,-3.9%,-2.6%
COC(=O)c1c(NC(=O)C2CC2)sc2c1CCN(C(C)=O)C2,-1.0%,.,1.2%,.,.,10.0%,.,.,.,1.4%,0.0%
O=C(NC1CC1)C1C2C3C4CC5C3C5C4C12 (stereo unspecified),-1.9%,.,0.6%,i,?,0.7%,i,i,i,0.5%,-1.0%
CCCCCCn1c(CN2CCN(CCO)CC2)nc2c1c(=O)n(C)c(=O)n2C,-8.2%,.,1.3%,.,.,2.0%,.,.,.,1.2%,-0.6%
COC(=O)c1c(-c2cccs2)csc1NC(=O)CN1CCOCC1,?,4.1%,2.0%,.,.,-0.5%,.,.,.,-1.6%,-3.3%
Cn1c(=O)[nH]c(=O)c2c1nc(Br)n2CCOc1ccccc1,-12.7%,3.4%,0.8%,?,i,0.6%,i,i,?,-4.5%,3.4%
COc1cccc(C2CC(=O)N3CN(c4ccccc4F)CSC3=C2C#N)c1 (stereo unspecified),18.7%,.,0.5%,.,.,-1.4%,.,.,.,-2.1%,-0.1%
Cc1ccc(NC(=O)CCC(C(=O)O)N2C(=O)c3ccccc3C2=O)cc1 (stereo unspecified),13.4%,-3.8%,-0.4%,i,i,-1.4%,i,i,i,1.0%,-0.6%
O=C(Nc1ccccc1)c1ccc(NCc2cccnc2)c(S(=O)(=O)N2CCOCC2)c1,-0.1%,28.2%,0.0%,i,i,-0.4%,i,i,i,-0.5%,-2.6%
CSc1nc2nc3c(c(=O)n2[nH]1)CN(Cc1ccccc1)CC3,17.2%,0.1%,0.2%,?,i,-0.3%,?,i,i,-1.5%,-0.4%
COc1ccc(-c2cn3c(C)c(C(=O)Nc4cccc(C)n4)sc3n2)cc1,18.0%,31.9%[activator],0.5%,?,i,3.9%,?,i,i,-1.0%,-6.7%
Cc1cc(=O)n2[nH]c(-c3ccc(F)cc3)nc2n1,5.3%,1.8%,0.8%,i,i,-1.6%,i,i,i,0.2%,1.5%
Cc1cc(N2CCN(c3ccccc3)CC2)nc(-n2nc(C)cc2C)n1,13.3%,12.7%,-0.8%,i,i,-1.7%,i,i,?,-1.6%,-1.6%
COC(=O)CC1=C(C(=O)OC)C(c2cccc(OCC(N)=O)c2)C(C#N)=C(N)O1 (stereo unspecified),.,.,.,?,i,.,?,i,i,.,.
Clc1cccc(-c2nn3c(COc4ccccc4)nnc3s2)c1,.,.,.,i,i,.,i,i,?,.,.
CCOc1nc(-c2ccccc2)ccc1-c1noc(COC)n1,20.5%,3.8%,-1.3%,i,i,1.9%,i,i,i,-1.0%,-5.2%
CCn1c2ccccc2c2cc(C3C(C#N)=C(C)NC(C)=C3C#N)ccc21,4.8%,1.7%,-1.5%,3.89e-07M*,?,1.4%,3.2e-07M*,i,?,-19.2%,?
CCOC(=O)C(C)(C)Sc1nc2c(cnn2-c2ccc(C)cc2)c(=O)[nH]1,12.1%,-6.1%,-8.9%,i,i,0.4%,i,i,?,-0.1%,2.4%
COc1ccc(CNC(=O)c2cc(-c3ccccc3OC)on2)cc1,13.4%,-7.3%,-0.3%,i,i,0.4%,i,i,i,-3.0%,-0.8%
Cc1ccnc(N)c1,16.3%,.,-1.9%,.,.,-1.0%,.,.,.,-0.9%,3.8%
COc1ccc2c(c1)OCC(Cc1ccc(OC)c(OC)c1)C2=O (stereo unspecified),.,-16.4%,-0.9%,.,.,-1.8%[3.08 µM],.,.,.,-0.6%,0.1%
O=C(CN1CCOc2ccccc21)NCc1ccccc1,?,.,1.7%,.,.,-2.8%,.,.,.,-2.4%,1.8%
CCCOc1ccc(CCN2CCC(=O)NC2=O)cc1C,?,6.4%,0.6%,.,.,-3.0%,.,.,.,-1.4%,-2.9%
CN(C1CCCCC1)S(=O)(=O)c1ccc(NC(=O)c2ccco2)cc1,?,15.6%,-1.9%,i,i,-0.1%,i,i,i,-1.0%,0.5%
CCCCC(=O)c1c(C)cc(C)[nH]c1=O,.,.,.,i,i,.,i,i,i,.,.
Cc1c(-c2cccs2)[n+](=O)c2c(n1[O-])CCC2,5.8%,4.7%,0.6%,i,i,-1.3%,i,i,i,-0.3%,-0.4%
Nc1ccc2oc(-c3cc(Br)ccc3Cl)nc2c1,.,.,.,?,i,.,?,i,i,.,.
O=C(O)CNC1=NCCC1,2.8%,4.0%,0.8%,i,?,-1.9%,i,i,i,0.9%,-0.2%
O=C(NCCC1=CCCCC1)C1CCN(S(=O)(=O)c2cccc3nonc23)CC1,5.7%,3.2%,-1.2%,i,i,-1.6%,i,i,i,-0.3%,-2.9%
Cc1ccc(S(=O)(=O)Cn2nnnc2C(c2ccc(F)cc2)N2CCC(C(N)=O)CC2)cc1 (stereo unspecified),2.5%,58.1%[activator],-1.0%,i,i,-0.2%,i,i,i,-1.4%,-0.3%
O=C(NCc1ccccn1)NC12CC3CC(CC(C3)C1)C2,5.9%,10.4%,0.3%,i,i,0.5%,i,i,i,-0.1%,-0.3%
CC(C)=NOC[C@@H](C)[C@H](OCc1ccccc1)C(C)C,2.4%[11.4 µM],.,1.6%[15.4 µM],.,.,0.3%[15.4 µM],.,.,.,1.4%[11.5 µM],0.1%[11.5 µM]
COc1ccccc1N(CC(=O)NC1CCCC1)C(=O)c1csnn1,?,-28.3%,-0.4%,?,?,-5.1%,?,i,?,-0.7%,2.1%
NS(=O)(=O)c1ccc(CNC(=O)NC23CC4CC(CC(C4)C2)C3)cc1,-2.8%,13.7%,0.6%,i,i,0.1%,i,i,i,0.8%,1.3%

# Assay outcomes from PubChem.

# An excerpt; the hit share may differ from the screen's.
